TRPV1 ag – human TRPV1 agonism; Q8NER1; AID 540275; 320,000 tested, 0.19% active; TRPV1-expressing cells, Fluo-8 calcium influx, agonist mode; activation, % at 8.33 µM; in the data active = activation above about 80%; inconclusive = between about 30% and that limit; also: 0% is about no effect
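TRPV1-expressing cells were cultured overnight at 35.5C and loaded with Fluo-8 calcium dye for 40 to 90 min at room temperature. After a 10 s baseline, compound was added and calcium influx was read kinetically for 3 min (ex 480/em 520 nm).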
CXXC DNA block – MLL CXXC-DNA interaction inhibition. Q03164. MLL-CXXC / FITC-HOXA9 DNA fluorescence polarization. Potency, µM (doses to about 115 µM), without a hit: at the highest dose activity change, negative = inhibition, actives largely listed as inhibitors. 290,000 tested, 0.037% active. AID 2662; active = well fitted inhibition curve with a large enough effect in the polarisation, with a control signal flat, not every such curve was filed as active; inconclusive = small, poorly fitted or top-dose-only effect, or effect the other way, or a change in a side signal; inactive = no such curve, though single readings can be large or run the other way; the % refers to the polarisation; also: potency is read from the fitted curve at half-maximal effect
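Steps: dispense CXXC domain solution (7 uM) → pin compounds or unlabeled HOX-A9 DNA control → 5 min ambient → add FLSN-HOX-A9 solution (50 nM) → spin → 30 min ambient → fluorescence polarization. Tris pH 7.5/NaCl/DTT/BSA buffer.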
PTAP TSG101 blk – blocks PTAP/TSG101 interaction to inhibit HIV-1 budding | Q99816 | Fluorescence polarization, FITC-PTAP peptide / Tsg101 binding | Potency, µM (top dose mostly 115 µM), inactives show top-dose activity change, negative = inhibition, usual class: inhibitors | 340,000 tested, under 10 active; active = well fitted inhibition curve with a large enough effect in the main read-out, with a control signal flat, not every such curve was filed as active; inconclusive = small, poorly fitted or top-dose-only effect, or effect the other way, or a change in a side signal; inactive = no such curve, though single readings can be large or run the other way; also: potency is read from the fitted curve at half-maximal effect; % of control where 0% means no effect
Target sequence (Q99816 whole entry, looked up): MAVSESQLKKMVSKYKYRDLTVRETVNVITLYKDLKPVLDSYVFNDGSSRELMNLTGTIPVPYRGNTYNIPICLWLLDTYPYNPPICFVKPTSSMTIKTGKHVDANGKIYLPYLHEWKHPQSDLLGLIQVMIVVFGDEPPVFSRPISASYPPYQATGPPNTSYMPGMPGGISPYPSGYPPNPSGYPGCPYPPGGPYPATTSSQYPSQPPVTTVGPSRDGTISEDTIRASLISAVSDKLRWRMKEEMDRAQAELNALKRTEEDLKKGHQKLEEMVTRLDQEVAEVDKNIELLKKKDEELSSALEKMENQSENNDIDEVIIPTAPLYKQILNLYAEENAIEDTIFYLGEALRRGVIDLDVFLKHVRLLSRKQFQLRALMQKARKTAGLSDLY
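Fluorescence anisotropy tracks displacement of a FITC-tagged PTAP peptide (50 nM) from the Tsg101 binding domain (10 uM), following a 20 min room-temperature incubation at pH 7.5.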
BRCA1 expr up – increases BRCA1 expression; MCF7-BRCA1-FFLuc reporter, luminescence, 48 h; response scale: scaled: vehicle 0%, 10 µM genistein 100%; Potency, µM (series often up to 46.1 µM), inactives show top-dose activation, usual class: activators; 380,000 tested, 1.1% active; AID 624202; also: potency is read from the fitted curve at half-maximal effect; nearly all actives have a fitted effect of over 80% in size; some results filed as inactive show a strong effect at the top dose
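Luminescence from a BRCA1-driven firefly luciferase in MCF7 cells was the read-out, taken 15 min after substrate addition following 48 h compound exposure at 37 °C. Data were normalized to a 10 microM genistein control and DMSO vehicle.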
Integrin act MD – integrin-mediated muscular dystrophy alleviation activation | Potency, µM (titrated, usually from 38.3 µM), for the others: at the top dose activation, hits mostly activators | AID 624291 | alpha7betagal myoblasts, beta-gal FDG fluorescence, 48 h | 350,000 tested, 0.064% active;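 also: potency is read from the fitted curve at half-maximal effect; 100% = response of the positive control SU9516; nearly all actives have a fitted effect of over 60% in size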
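Alpha7betagal+/- myoblasts (passage 13) were plated 16-24 hr, then exposed to compounds (1:260 dilution of DMSO stock) for 48 hours at 37C. After MPER lysis, β-galactosidase reporter activity was read as FDG fluorescence (ex 480/em 540) after 30 minutes.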
A-T KAP1 phos – potential ataxia-telangiectasia treatments restoring KAP-1 phosphorylation | 320,000 tested, 0.19% active | […] A-T fibroblasts, KAP-1 phosphorylation AlphaLISA; neocarzinostatin DNA damage 30 min before lysis | Potency, µM (highest dose often 57.5 µM), inactives show at the top dose activation, usual class: activators; also: potency is read from the fitted curve at half-maximal effect; % of control where 0% means no effect; nearly all actives have a fitted effect of over 45% in size
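hTERT-immortalized A-T patient fibroblasts ([…]), 500 cells/well in OPTI-MEM, 1% FBS, got compounds for 60 min, then NCS for 30 min at 37C. Lysates were then assayed for phospho-KAP-1 by AlphaLISA (anti-pKAP1 donor, anti-KAP1 acceptor beads), 6 hr at 25C.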
B2AR arrestin – beta2AR (human) beta-arrestin recruitment activity | Potency, µM (highest dose often 46.1 µM), for inactives: at the highest dose activation, most hits filed as activators | AID 492947 | P07550 | beta-arrestin recruitment to beta2AR, cell-based reporter | 330,000 tested, 0.02% active;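 also: potency is read from the fitted curve at half-maximal effect; 0% = DMSO controls and full agonism = EC100 isoproterenol or metaproterenol; nearly all actives have a fitted effect of over 65% in size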
Target sequence (P07550 whole entry, looked up): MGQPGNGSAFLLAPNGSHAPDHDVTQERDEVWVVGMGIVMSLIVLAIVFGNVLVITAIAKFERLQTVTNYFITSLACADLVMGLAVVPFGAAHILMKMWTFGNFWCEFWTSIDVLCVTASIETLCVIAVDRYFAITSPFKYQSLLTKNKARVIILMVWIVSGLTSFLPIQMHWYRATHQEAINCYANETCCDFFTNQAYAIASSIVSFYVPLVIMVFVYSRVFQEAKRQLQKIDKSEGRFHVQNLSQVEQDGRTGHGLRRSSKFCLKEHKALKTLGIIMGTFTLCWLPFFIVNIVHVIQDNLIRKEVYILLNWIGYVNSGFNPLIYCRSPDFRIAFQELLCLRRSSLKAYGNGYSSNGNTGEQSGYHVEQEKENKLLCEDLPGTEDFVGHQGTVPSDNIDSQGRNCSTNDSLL
TCR activator – activators of T cell receptors; 330,000 tested, under 10 active; AID 504894; primary human leukocytes, anti-CD3, IL-2 HTRF, 48 h; Potency, µM (top dose mostly 9.22 µM), without a hit: at the top dose activation of IL-2 secretion, usual class: activators; also: % of control where 0% means no effect
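Activity was scored as IL-2 release from primary human leukocytes given only a TCR signal (a-CD3 beads) plus compound for 48 hr. Detection used a two-antibody HTRF format read at 665nm.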
ELG1 repair inh – inhibitors of ELG1-dependent DNA repair in HEK293T cells; 330,000 tested, 2.3% active; HEK293T ELG1-luciferase reporter, luminescence, 16 h; DNA damage induced by 5-fluorouridine; AID 504467; Potency, µM (top dose mostly 46.1 µM), inactives show at the highest dose activity change, negative = inhibition, hits mostly inhibitors; also: potency is read from the fitted curve at half-maximal effect; % is scaled to controls: 0 for no effect and ±100 for the full control effect; nearly all actives have a fitted effect of over 55% in size
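Overnight (16 hr) co-exposure of 2,000 cells/well to 5-fluorouridine and compound at 37 °C preceded detection. Luciferase was quantified via ONE-Glo luminescence; loss of signal denotes inhibition.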
p53 reactivator – re-activators of mutant p53; H1299 p53-A138V BP100-luciferase reporter, luminescence, 24 h; Potency, µM (series often up to 92.2 µM), for inactives: top-dose activity change, positive = activation, most hits filed as activators; 320,000 tested, 0.063% active; also: potency is read from the fitted curve at half-maximal effect; % of control where 0% means no effect; nearly all actives have a fitted effect of over 45% in size
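p53-null H1299 cells stably carrying temperature-sensitive p53-A138V and a BP100-luciferase reporter were pinned with compounds (4-point, 1:5 series) and held 24 hrs at 37 deg C. Luminescence was read 10 min after detection reagent.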
* hit, by the source's call; ? = inconclusive; . = no result given; & = joins results of further samples; [ ] = another dose, or the depositor's remark. Unless noted, calls follow the shape of the dose curve; as a rule, active = well fitted curve in the direction sought with a large enough effect; inconclusive = small, poorly fitted or top-dose-only effect, or another doubt; inactive = no such curve, though single readings can be large; an effect the other way counts as inactive or inconclusive.

SMILES	TRPV1 ag	CXXC DNA block	PTAP TSG101 blk	BRCA1 expr up	Integrin act MD	A-T KAP1 phos	B2AR arrestin	TCR activator	ELG1 repair inh	p53 reactivator
O=c1sc2ccccc2n1COc1ccc(Cl)cc1	9.0	-9.2%	-1.4%	60.8%	-35.6%	-10.1%	-0.4%	-0.7%	?	28.5%
CCCN(CC(=O)Nc1ccccc1C)C(=O)C1CCN(S(=O)(=O)c2ccccc2C(F)(F)F)CC1	2.8	.	-1.2%	-7.5%	-11.8%	-5.6%	-0.3%	-8.2%	?	-2.3%
COc1cc(Cc2nccc3cc(OC)c(OC)cc23)c(S(=O)(=O)O)cc1OC	-3.8	-14.2%	-8.1%	3.7%	0.0%	12.9%	-0.2%	-5.7%	0.4%	-2.2%
COc1ccc(NC(=O)c2cc(C3CC3)on2)c(OC)c1	11.9	-2.5%	-1.0%	36.6%	0.2%	1.8%	0.1%	-0.9%	?	?
O=C(Nc1ccc(C(F)(F)F)cc1)C1CCN(c2cnccn2)CC1	23.2	-2.9%	-4.3%	-30.1%&0.0%	-50.8%[inhibitor]	2.0%	-0.6%	5.3%	-8.3%	-3.3%
Cc1cc(Nc2cccc(F)c2)n2ncnc2n1	-3.5	1.6%	-2.2%	5.1%	-30.0%	14.4%	-0.7%	6.1%	9.9%	1.3%
COC(=O)Nc1c(-c2ccccc2)nc2ccc(Cl)cn12	3.3	-11.3%	1.9%	-12.7%	20.4%	-1.5%	-0.6%	-1.0%	7.1%	26.3%
COc1ccc(CN2CCN(C(=O)c3ccc(CNS(=O)(=O)c4ccc(C)cc4)cc3)CC2)c(OC)c1OC	0.5	-8.0%	-2.3%	-23.3%	-20.2%	1.8%	0.5%	-0.6%	9.2µM*	6.9%
COc1cc(C2C3=C(CC(C)(C)CC3=O)Nc3ccccc3N2C(C)=O)cc(OC)c1OC (configuration not stated)	-7.1	-4.1%	-4.9%	-3.4%	18.0%	0.9%	0.0%	-2.8%	-18.0%	0.3%
O=C(Cc1nnc(NC(=O)c2ccccc2)s1)N/N=C/c1ccc(O)cc1	2.4	71.5%[activator]	-3.9%	0.0%	-21.3%	-15.6%	-0.3%	10.0%	?	.
COc1ccc2cc(C3(C)NC(=O)NC3=O)ccc2c1 (configuration not stated)	0.1	2.9%	-4.4%	58.7%	29.0%	2.6%	0.3%	4.2%	10.7%	2.2%
O=C(O)c1c2c(nc3ccccc13)CCCCC2	0.5	8.3%	-2.2%	-16.2%	9.7%	1.4%	-1.0%	0.0%[46.1 µM]	?	-1.5%
O=C1NC[C@H](c2ccccc2)N(CCc2cc(C(F)(F)F)cc(C(F)(F)F)c2)C1=O	0.1	-0.7%	-6.7%	0.0%	6.2%	-22.7%	0.3%	-4.3%	?	1.1%
COCCn1c(=S)[nH]c2cc(C(=O)N3CCN(c4cccc(Cl)c4)CC3)ccc2c1=O	-0.6	-3.1%	-10.9%	-29.3%	-23.5%	-4.7%	0.3%	0.8%	?	-3.2%
CCOc1ccc(OCCCC(=O)NCCOc2ccccc2OC)cc1	6.8	10.0%	-3.1%	4.4%	7.4%	1.5%	2.2%	-1.5%	0.9%	11.0%
CC1CN(c2oc(COc3ccc(Cl)cc3Cl)nc2C#N)CC(C)O1 (configuration not stated)	0.0	-3.4%	-3.0%	-32.1%	3.5%	-2.4%	-0.1%	-6.5%[46.1 µM]	?	10.8%
Cc1c(CCC(=O)NC2CC2)c(=O)oc2cc(O)ccc12	-0.7	0.4%	-1.0%	12.9%	-2.1%	6.7%	0.0%	-8.8%	-17.0%	9.3%
CN(CC(=O)Nc1cccc(F)c1)C(=O)C1=COCCO1	17.0	.	-4.7%	3.4%	-7.9%	-2.3%	0.3%	2.1%	1.1%	-3.4%
O=C(O)CNC1=NCCCCC1	-2.6	-1.8%	-5.4%	7.8%	-16.8%	10.2%	-0.7%	3.0%	-2.4%	-3.4%
COc1ccc(NC(=O)CN2C(=O)NC(C)(c3ccc4c(c3)OCCO4)C2=O)cc1S(N)(=O)=O (configuration not stated)	.	.	-5.1%	-8.9%	?	2.7%	-0.1%	-1.5%[46.1 µM]	11.7%	-4.2%
CCOC(=O)c1c(NC(=S)N2CCN(C)CC2)sc(C)c1-c1ccccc1	27.6	15.7%	2.4%	8.4%	-37.5%	1.8%	0.8%	-3.7%	-9.0%	19.0%
COc1ccc(N2CC(C(=O)OCC(=O)Nc3cccc(C)c3)CC2=O)cc1 (configuration not stated)	-3.3	9.6%	-3.8%	-1.2%	19.2%	-1.1%	-0.4%	-3.1%	0.1%	-5.2%
O=C(Nc1nc2c(s1)CCCC2)c1cccnc1	23.2	2.4%	-4.2%	14.2%	16.2%	.	0.0%	2.2%	?	?
CCNC(=S)Nc1cccc(Cl)c1C	0.6	-7.0%	0.8%	6.4%	4.4%	3.0%	-0.2%	0.3%	-1.9%	3.9%
Cc1ccccc1Nc1nc(N)nc(COC(=O)c2ccccc2)n1	-1.6	17.5%	-5.2%	14.1µM*	-4.4%	-2.2%	0.0%	1.6%[46.1 µM]	?	?
CN(C)S(=O)(=O)c1cccn1-c1ncc(C(F)(F)F)cc1Cl	0.8	3.0%	-0.8%	7.1%	9.7%	0.3%	0.1%	0.4%	-1.7%	3.9%
COc1ccccc1N(C)S(=O)(=O)c1ccc(C(=O)N(C)Cc2ccc(OC(F)F)cc2)cc1	?	.	0.1%	-46.6%	6.9%	15.5%	-0.3%	-6.3%	16.4µM*	-1.5%
CSCCC(NC(=O)c1ccccc1C)C(=O)O (configuration not stated)	1.2	-1.0%	-0.2%	9.3%	-1.5%	16.0%	-0.1%	2.3%	3.3%	-9.4%
CC(C)CCN1CCN(Cc2ccoc2)CC1CCO (configuration not stated)	0.0	-0.8%	-6.4%	-0.7%	?	-14.0%	-0.9%	6.6%	23.8%	-1.0%
O=C(Cn1ncc2c3ccccc3n(Cc3ccccc3)c2c1=O)NCCCN1CCCC1	-12.2	3.8%	-3.9%	-1.2%	-48.3%[inhibitor]	6.7%	-0.1%	0.5%	?	15.2%
O=C(Nc1ccc(Cn2cccn2)cc1)c1ccc(COc2cccc(Br)c2)cc1	6.8	12.8%	-1.8%	-55.3%	-61.0%[inhibitor]	12.8%	0.1%	4.0%	?	?
O=C(Nc1ccc(N2CCOCC2)c(Cl)c1)c1cccc(-n2cnnc2)c1	0.0	-7.8%	0.2%	-10.7%	-4.5%	5.7%	0.0%	0.5%	-21.6%	1.1%
CC1CN(C(=O)CCC(=O)NCCCN2CCN(Cc3ccccc3)CC2)c2cc(Cl)ccc2O1 (configuration not stated)	1.1	-0.6%	-2.3%	-2.0%	-28.5%	-12.6%	-1.2%	-1.0%	8.4%	10.4%
Cc1ccc(OCCn2c(CCNC(=O)C(C)C)nc3ccccc32)cc1	14.8	-4.5%	0.1%	-6.0%	-22.6%	7.7%	-0.4%	1.7%	-17.6%	-2.9%
O=C(NCc1ccco1)C(c1ccco1)N(C(=O)Cn1nnc2ccccc21)c1ccc2c(c1)CCC2 (configuration not stated)	.	.	-0.6%	-36.5%	-28.0%	.	.	-4.5%	.	.
CCCCN(C(=O)CCn1c(=O)oc2ccccc21)c1ccccc1	25.8	-3.5%	-6.6%	-1.3%&14.4%	8.5%	0.4%	-0.2%	-0.1%	-13.0%	2.0%
O=C(COc1cccnc1[N+](=O)[O-])Nc1ccc(Cl)c(S(=O)(=O)N2CCOCC2)c1	.	-4.4%	0.4%	-10.9%	-26.0%	7.6%	-0.9%	2.5%	-9.9%	-2.8%
O=C(N/N=C\c1ccccc1)c1sccc1-n1cccc1	6.0	-5.8%	-2.2%	1.4%	-39.5%	2.4%	-0.5%	-7.7%	26.2%	3.2%
O=C(CSc1ccc(-c2ccccn2)nn1)N1CCc2ccccc21	2.5	-0.8%	-0.9%	-7.3%	-27.2%	-0.4%	0.0%	-2.6%	21.2%	4.6%
CCN(CC(=O)NNC(=O)c1ccccc1)Cc1ccc(OC)c(F)c1	.	.	0.9%	-0.6%	-1.4%	3.4%	-0.7%	3.8%	7.3%	1.4%
Cc1ccc(S(=O)(=O)Nc2ccc(S(=O)(=O)Nc3ncccn3)cc2)cc1	0.9	-9.3%	-6.7%	-17.2%	27.3%	0.4%	-0.1%	4.6%	-7.0%	-2.9%
Cc1ccccc1C(=O)N/N=C/c1ccccn1	-0.1	2.2%	-1.5%	6.5%	-22.1%	4.6%	-1.4%	0.6%[46.1 µM]	?	?

Source: PubChem (National Center for Advancing Translational Sciences (NCATS))
